Vif-A3G inh: Vif-A3G binding inhibition. Q9HC16. HeLa A3G-eYFP + Vif (tagged APOBEC3G with the HIV-1 protein that degrades it), YFP fluorescence, overnight. Potency, µM (doses to about 46.1 µM), without a hit: top-dose activity, negative = active, most hits filed as inhibitors. 0.076% of 410,000 active;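 further: potency means the concentration at half of the fitted maximal effect; on the % scale 0 is the no-effect control and ±100 the full control effect; nearly all actives have a fitted effect of over 60% in size; hits raise eYFP signal because A3G escapes Vif-driven loss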
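HeLa cells stably expressing Vif and C-terminally eYFP-tagged A3G, seeded overnight at 37 deg C, then exposed to compound by pintool overnight at 37 deg C. Rise in yellow fluorescence (Ex 488/Em 500-530, Acumen) marks blocked Vif-driven A3G degradation.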
Vif-A3F inh: Vif-A3F binding inhibition; HeLa A3F-eYFP + Vif (tagged APOBEC3F with the HIV-1 protein that degrades it), YFP fluorescence increase; Potency, µM (highest dose often 46.1 µM), for the others: top-dose activity, negative = active; 0.2% of 390,000 active; further: potency means the concentration at half of the fitted maximal effect; % of control where 0% means no effect; nearly all actives have a fitted effect of over 65% in size
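HeLa cells stably expressing Vif plus C-terminally eYFP-tagged A3F were seeded, incubated overnight at 37 deg C, dosed with compound, incubated overnight again at 37 deg C. Yellow fluorescence (Ex 488/Em 500-530) reported blocked Vif-mediated A3F-eYFP degradation.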
RGS4 inh: blocks human RGS4-accelerated GTP hydrolysis | 0.039% of 390,000 active | AID 504845 | Potency, µM (series often up to 114 µM), for inactives: at the highest dose activity change, negative = inhibition, usual class: inhibitors | Transcreener GDP fluorescence polarization, RGS4-accelerated GTP hydrolysis | P49798; further: potency means the concentration at half of the fitted maximal effect; on the % scale 0 is the no-effect control and ±100 the full control effect; nearly all actives have a fitted effect of over 75% in size; some results filed as inactive show a strong effect at the top dose
Target sequence (P49798 whole entry, looked up): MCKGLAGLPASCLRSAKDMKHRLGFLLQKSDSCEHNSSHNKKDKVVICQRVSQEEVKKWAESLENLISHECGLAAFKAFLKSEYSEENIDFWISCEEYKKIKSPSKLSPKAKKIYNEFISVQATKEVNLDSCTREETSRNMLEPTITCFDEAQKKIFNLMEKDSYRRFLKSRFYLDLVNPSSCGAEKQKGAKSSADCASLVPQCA
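MLSMR compounds (23 nl, pin-transferred) preincubated 10 min at room temperature with a 500nM (2x) first reagent, then RGS4 at 900nM (2x) plus Transcreener GDP mix added; fluorescence polarization (620/688 nm) read before and after 90 min at 30 °C.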
LDHA inh: blocks human lactate dehydrogenase A; P00338; purified LDHA, NADH/diaphorase-resazurin fluorescence; active compounds read low; activity change, % (values are at about 110 or 230 µM); 0.15% of 480,000 active; AID 1347041; in the data active means activity change below about -30%; inconclusive means mostly about -25% to -30%;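 further: plate controls were DMSO wells for no effect and wells without enzyme for full effect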
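Human LDH5 at 2 nM final in Tris HCl pH 7.4 with 0.06 mM NADH and 0.2 mM pyruvate, reacted 5 minutes at room temperature. Remaining NADH coupled via diaphorase/resazurin; resorufin fluorescence read at 0 and 20 minutes, normalized to enzyme-free and DMSO wells.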
GRP78 ERSR act: inducers of ER stress response in human glioma cells; U87-MG GRP78 promoter luciferase reporter, 16 h; Potency, µM, without a hit: top-dose activation, actives largely listed as activators; 0.02% of 420,000 active; AID 602332; further: potency means the concentration at half of the fitted maximal effect; series mostly up to about 76 µM; % of control where 0% means no effect; nearly all actives have a fitted effect of over 35% in size
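Stably transfected U87-MG glioma cells carrying a GRP78-based luciferase sensor; 16 h compound incubation. Luminescence end-point read 10 min after Bright-Glo addition at room temperature.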
TrxR1 substrate: is turned over as a substrate by rat TrxR1; O89049; purified TrxR1 substrate turnover, NADPH consumption readout; Potency, µM (series often up to 114 µM), without a hit: top-dose activity change, negative = substrate turnover; 0.01% of 390,000 active; AID 588456; further: potency means the concentration at half of the fitted maximal effect; on the % scale 0 is the no-effect control and ±100 the full control effect; nearly all actives have a fitted effect of over 50% in size
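Rat TrxR1, dispensed at 90 nM, was prereduced with 400 uM NADPH (final) for 5 min at ~22 deg C, then incubated with compound 15 min before 400 uM selenite. A first-read NADPH fluorescence drop versus no-compound background flagged substrates.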
IDH1 R132H inh: blocks human mutant IDH1 R132H enzyme; O75874; IDH1-R132H enzyme, NADPH consumption, diaphorase/resazurin fluorescence; Potency, µM (doses to about 76.6 µM), for inactives: at the top dose activity change, negative = inhibition, usual class: inhibitors; 0.093% of 390,000 active; AID 602179; further: potency means the concentration at half of the fitted maximal effect; on the % scale 0 is the no-effect control and ±100 the full control effect; nearly all actives have a fitted effect of over 65% in size
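IDH1-R132H (0.5 ug/mL) preincubated 30 min with compound, then NADPH (0.016 mM) and alpha-KG (2 mM) added; 80 min at RT, pH 7.5. Remaining NADPH coupled via diaphorase/resazurin to fluorescence (540/590 nm); concentration-response curves normalized to no-enzyme control.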
TrxR1 inh: blocks rat thioredoxin reductase 1; Potency, µM (series often up to 114 µM), for the others: top-dose activity change, negative = inhibition, hits mostly inhibitors; 1% of 390,000 active; AID 588453; recombinant rTrxR1, NADPH fluorescence consumption, selenite substrate; O89049; further: potency means the concentration at half of the fitted maximal effect; on the % scale 0 is the no-effect control and ±100 the full control effect; nearly all actives have a fitted effect of over 65% in size
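Rat TrxR1 (90 nM in the dispensed reagent) was pre-reduced with 400 uM NADPH for 5 min at room temperature, then incubated with compound for 15 min. After 400 uM selenite was added, NADPH fluorescence (Ex 340/Em 450 nm) was followed for 8 min.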
USP1 inh: blocks the human USP1/UAF1 deubiquitinase complex; O94782; recombinant USP1/UAF1, Ub-Rhodamine cleavage fluorescence; Potency, µM (top dose mostly 57.1 µM), without a hit: top-dose activity change, negative = inhibition, hits mostly inhibitors; 0.23% of 390,000 active; AID 743255; further: potency means the concentration at half of the fitted maximal effect; on the % scale 0 is the no-effect control and ±100 the full control effect; nearly all actives have a fitted effect of over 60% in size; inactives centre near -12
Target sequence (O94782 whole entry, looked up): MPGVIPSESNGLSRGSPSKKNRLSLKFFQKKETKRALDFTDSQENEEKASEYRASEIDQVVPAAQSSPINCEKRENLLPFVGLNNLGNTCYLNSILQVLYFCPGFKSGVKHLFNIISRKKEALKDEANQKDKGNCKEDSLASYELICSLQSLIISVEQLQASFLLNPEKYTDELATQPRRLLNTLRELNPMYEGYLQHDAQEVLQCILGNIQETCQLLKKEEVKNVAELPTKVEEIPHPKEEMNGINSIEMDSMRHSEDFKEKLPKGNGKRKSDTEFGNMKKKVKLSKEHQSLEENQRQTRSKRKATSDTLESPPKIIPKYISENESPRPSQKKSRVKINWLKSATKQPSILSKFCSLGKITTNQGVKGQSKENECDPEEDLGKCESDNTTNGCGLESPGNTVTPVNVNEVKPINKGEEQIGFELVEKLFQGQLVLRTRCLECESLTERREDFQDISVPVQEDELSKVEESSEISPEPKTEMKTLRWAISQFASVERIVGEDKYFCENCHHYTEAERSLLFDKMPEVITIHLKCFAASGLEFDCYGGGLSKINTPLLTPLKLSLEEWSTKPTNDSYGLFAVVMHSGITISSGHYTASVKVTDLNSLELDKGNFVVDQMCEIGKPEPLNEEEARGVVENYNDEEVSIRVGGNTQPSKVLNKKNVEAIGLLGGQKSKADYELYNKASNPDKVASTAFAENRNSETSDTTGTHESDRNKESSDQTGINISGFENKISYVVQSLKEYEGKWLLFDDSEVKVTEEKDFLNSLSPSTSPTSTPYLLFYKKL
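Step one: compound is pinned into 1nM USP1/UAF1 in HEPES pH 7.8 buffer with TCEP. Step two: 15 min room-temperature incubation. Step three: Ub-Rho (150nM final) starts cleavage, tracked by fluorescence over six one-minute reads.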
An asterisk follows results filed as active; ? = inconclusive; . = not tested or not shown; & = joins results of further samples; [ ] = remark or other dose. Unless noted, the call rests on the fitted dose curve; in most records, active means well fitted curve in the direction sought with a large enough effect; inconclusive means small, poorly fitted or top-dose-only effect, or another doubt; inactive means no such curve, though single readings can be large; an effect the other way counts as inactive or inconclusive. An excerpt; the hit share may differ from the screen's.

SMILES | Vif-A3G inh | Vif-A3F inh | RGS4 inh | LDHA inh | GRP78 ERSR act | TrxR1 substrate | IDH1 R132H inh | TrxR1 inh | USP1 inh
O=C(CN1CCN(S(=O)(=O)c2ccc(F)cc2)CC1)NCC1(N2CCOCC2)CCCCC1 | 2% | 8% | -4% | -4 | -4% | 0% | 0% | -4% | -1%
COc1ccc(C(C(=O)NCC2CCCO2)N(C(=O)Cn2nnc3ccccc32)c2ccc(NC(C)=O)cc2)cc1 (stereo not drawn) | 0% | -7% | 24% | -3 | -4% | 2% | -3% | 11% | -22%
COc1ccc(NC(=O)Nc2nnc(-c3ccccc3SCc3ccccc3)s2)cc1 | -6% | 1% | -19% | 0 | -7% | -11% | 2% | -5% | -12%
CCOC(=O)c1[nH]c(C)c(/C(O)=C2\C(=O)C(=O)N(CCN(C)C)C2c2cccc(OC)c2OC)c1C (stereo not drawn) | 0% | -12% | 0% | 1 | -6% | -8% | 11% | -12% | -10%
Cc1noc(C)c1CSc1ccccc1C(=O)OC(C)C(N)=O (stereo not drawn) | 0% | 8% | 14% | -2 | 2% | 0% | 3% | 7% | -16%
Cn1cccc1C(=O)NCc1ccc(Cl)cc1 | -1% | 17% | 18% | -5 | 1% | 1% | -2% | 11% | 4%
Cc1n[nH]c(C)c1S(=O)(=O)N(CC(=O)NCc1ccccc1Cl)c1ccc(C(C)C)cc1 | -17% | -3% | 22% | 0 | -7% | -11% | -23% | -1% | -19%
Cc1cccc(NC(=O)c2cnn(-c3ccccc3)c2-n2cccc2)c1C | 2% | 0% | 12% | -5 | -3% | 2% | -19% | 16% | -6%
COc1ccc(CN2CCN(Cc3cc(=O)oc4cc(C)ccc34)CC2)c(OC)c1OC | 3%&2% | -10%&1% | -20%&12% | -4&7 | -5%&0% | -1%&-9% | 0%&16% | -12%&1% | ?
C/C(N)=C(\C#N)C(=O)NCCc1ccccn1 | -1% | 2% | -24% | -3 | -4% | 3% | -5% | 10% | -13%
CCOc1ccc(-c2c(C(=O)N/N=C/c3cccc(Br)c3)nnn2-c2nonc2N)cc1 | 1% | 0% | 4% | -2 | -5% | -8% | 23% | -2% | 3%
CN(C)CCCNc1cc(C(C)(C)C)nc2c(-c3ccc(Cl)cc3)cnn12 | -29% | 3% | -8% | 5 | -15% | 51% | 6% | 31%[57.1 µM] | -19%
CC1CCC2C(=O)N(c3ccccc3OC(=O)c3ccccc3F)C(=O)C2C1 (stereo not drawn) | 2% | -17% | 8% | -8 | 0% | 13%[0.0914 µM] | 0% | 23% | -5%
Cc1cc(NC(=O)CN2CCCCC2C)no1 (stereo not drawn) | 3% | 2% | -7% | -23 | -3% | 2%[57.1 µM] | -9% | 10%[57.1 µM] | -6%
Cc1ccc2nc(SCC(=O)OCc3ccccc3)nc(=O)n2c1 | 0% | -4% | 32% | 4 | -1% | 16% | 7% | 10% | -8%
COc1ccc(CNC(=O)C2CCCN(c3nn4c(=O)cc(C)nc4s3)C2)cc1 (stereo not drawn) | 0% | -7% | 4% | -8 | -3% | -6% | 0% | 13% | -14%
O=C([C@@H]1Cc2ccccc2CN1)N1CCN(Cc2ccccc2)CC1 | 0% | -9% | 22% | -1 | -5% | 4% | -8% | 3% | -11%
O=c1nc(N2CCOCC2)ccn1Cc1ccc(Br)cc1 | -5% | -1% | 24% | -5 | -4% | 6% | -6% | 10%[57.1 µM] | 6%
CCC(CO)Oc1cc(NCc2ccc(C)c(C)c2)c2ncn(C(C)C)c2c1 (stereo not drawn) | -4% | -10% | 12% | 22 | -3% | 2% | -15% | 30% | ?
Cc1cc(=O)oc2c3c(ccc12)OCN(Cc1ccc(Cl)cc1)C3 | 0% | -8% | -2% | 9 | -1% | 916%[activator] | -13% | 20µM* | -9%
COc1cccc(/C=N/NC(=O)C(=O)NCc2ccco2)c1O | -1% | -6% | -2% | 8 | 0% | -5%[57.1 µM] | 8% | 12% | -8%
COc1ccc(C(c2sc3nc(C)nn3c2O)N2CCC(O)CC2)cc1OC (stereo not drawn) | 2% | 4% | -8% | -1 | -1% | -6% | 19% | -9%[57.1 µM] | -8%
COc1cc2c(C(=O)Nc3ccccc3F)cn(C)c(=O)c2cc1OC | 0% | -2% | -12% | 2 | 0% | 4% | 9% | 6% | -18%
Cn1c(=O)c2c(SCC(=O)N3CCc4ccccc43)nc(-c3cccc(F)c3)nc2n(C)c1=O | -6% | -11% | -6% | -1 | 0% | 4%[57.1 µM] | 0% | 19%[57.1 µM] | -12%
O=C(CN(CC1CCCO1)C(=O)CCC(=O)Nc1ccccn1)NCC1CCCO1 (stereo not drawn) | 0% | -15% | -30% | -6 | -2% | 13%[57.1 µM] | 1% | 23%[57.1 µM] | -16%
COc1cccc(CNS(=O)(=O)c2ccc(S(=O)(=O)N3CCCC3)cc2)c1 | -9% | 0% | -10% | -6 | -1% | 2%[57.1 µM] | 3% | 0%[57.1 µM] | 2%
CCN(CC)C(=O)CSc1nnc([C@@H](NC(=O)OC(C)(C)C)C(C)C)o1 | 2% | -9% | 29% | -8 | -4% | -2% | -1% | 4% | -10%
O=C(NCCCO)NC(=S)c1cccc2ccccc12 | 1% | 6% | -49% | -2 | -6% | -10%[57.1 µM] | 10% | 29%[57.1 µM] | -16%
O=C(O)CCCNS(=O)(=O)c1cccs1 | 4% | -14% | -13% | -4 | -1% | 2% | -2% | 10% | 3%
CCOC(=O)N1CCN(C(=O)C(C)c2ccc([N+](=O)[O-])cc2)CC1 (stereo not drawn) | 0% | 6% | -15% | 0 | 0% | -9% | 2% | 13%[57.1 µM] | -31%
CCCCCCNC(=O)O[C@@]12CN(S(=O)(=O)c3ccc(C)cc3)C[C@]1(O)Cn1c(=O)n(CCCCCC)c(=O)n1C2 | -14% | ? | . | -2 | 0% | . | 6% | . | -9%
CCn1c(Cc2ccc(OC)cc2)nnc1SCC(=O)Nc1ccc(N2CCOCC2)cc1 | -1% | 1% | -13% | -1 | -1% | -6%[57.1 µM] | -1% | 17%[57.1 µM] | -20%
CC1=CCC[C@@H]2[C@@](C)(CC/C(C)=C/C(=O)O)[C@H](C)CC[C@@]12C | 2% | -3% | 5% | -1 | -3% | -11% | -12% | -6%[57.1 µM] | ?
CCOC(=O)c1cnn(CCOC(=O)c2cccs2)c1NC(=O)c1cccs1 | -7% | 2% | -4% | 3 | -7% | -11% | 1% | 4% | 5%
O=C(CCn1nc(-c2ccc(Cl)cc2)ccc1=O)N1CCN(c2ccccn2)CC1 | 0% | -2% | -4% | 4 | -2% | -4% | -1% | 4% | 4%
COc1cccc(NC(=O)Nc2cccc(-c3cn4cccnc4n3)c2)c1 | -4% | 2% | -6% | -5 | 2% | 7% | 3% | 2% | ?
Fc1ccccc1CSc1ncn[nH]1 | -1% | -1% | 17%[11.4 µM] | -2 | 2% | 7%[57.1 µM] | 6% | 14%[57.1 µM] | 1%

Eight entries from above, with values under each structure:
Order of results – Vif-A3G inh, Vif-A3F inh, RGS4 inh, LDHA inh, GRP78 ERSR act, TrxR1 substrate, IDH1 R132H inh, TrxR1 inh, USP1 inh
- CCOC(=O)N1CCN(C(=O)C(C)c2ccc([N+](=O)[O-])cc2)CC1 (stereo not drawn)
  0%, 6%, -15%, 0, 0%, -9%, 2%, 13%[57.1 µM], -31%
- CCCCCCNC(=O)O[C@@]12CN(S(=O)(=O)c3ccc(C)cc3)C[C@]1(O)Cn1c(=O)n(CCCCCC)c(=O)n1C2
  -14%, ?, ., -2, 0%, ., 6%, ., -9%
- CCn1c(Cc2ccc(OC)cc2)nnc1SCC(=O)Nc1ccc(N2CCOCC2)cc1
  -1%, 1%, -13%, -1, -1%, -6%[57.1 µM], -1%, 17%[57.1 µM], -20%
- CC1=CCC[C@@H]2[C@@](C)(CC/C(C)=C/C(=O)O)[C@H](C)CC[C@@]12C
  2%, -3%, 5%, -1, -3%, -11%, -12%, -6%[57.1 µM], ?
- CCOC(=O)c1cnn(CCOC(=O)c2cccs2)c1NC(=O)c1cccs1
  -7%, 2%, -4%, 3, -7%, -11%, 1%, 4%, 5%
- O=C(CCn1nc(-c2ccc(Cl)cc2)ccc1=O)N1CCN(c2ccccn2)CC1
  0%, -2%, -4%, 4, -2%, -4%, -1%, 4%, 4%
- COc1cccc(NC(=O)Nc2cccc(-c3cn4cccnc4n3)c2)c1
  -4%, 2%, -6%, -5, 2%, 7%, 3%, 2%, ?
- Fc1ccccc1CSc1ncn[nH]1
  -1%, -1%, 17%[11.4 µM], -2, 2%, 7%[57.1 µM], 6%, 14%[57.1 µM], 1%
